Vif imaging – inhibitors of HIV Vif; inhibition, % at 7.49 µM; AID 602346; 340,000 tested, 0.35% active; HEK293T cells, Vif self-association by quenched fluorescence, imaging, 24 h; in the data active = inhibition above about 50%, passing the limit was not always enough; inconclusive = no clear call, values can overlap the other calls; inactive = below about 31%; also: some results filed as inactive read as strong as hits
aDG glyco act – alpha-DG glycosylation activation; Pro5-aDG cells, alpha-DG glycosylation AlphaScreen (IIH6); 0% Pro5, 100% B10-LARGE cell signal; activation, % at 10 µM; 360,000 tested, 0.22% active;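 active = activation of at least 8% versus controls, or a plate z-score of at least 8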;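 also: Pro5 are CHO cells carrying HIG-tagged alpha-DG that lacks glycosylation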
CaV13 FRET inh – Primary screen for inhibitors of IQ motif and Ca2+-dependent inactivation inhibitor domain binding in CACNA1D, Förster resonance energy transfer in living cells, … | HEK cells, CFP/YFP FRET ICDI-IQ, plate reader, 10 min; percent FRET-ratio fall versus neutral wells | inhibition, % at 12.3 µM | 340,000 tested, 0.098% active | AID 743397;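 active = mean replicate inhibition of at least 30% and at least 1% of replicates passing that level; inconclusive = only one of the two criteria is met; inactive = neither criterion is met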;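 also: 0% = median of the neutral control wells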
iPSC survival up – increases survival of single human iPS cells; hiPSC single-cell survival, ATPlite luminescence; 100% = ROCK inhibitor wells, 0% = DMSO; 360,000 tested, 0.044% active; survival enhancement, % at 20 µM; in the data active = survival enhancement above about 18%;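 also: cells exposed to compounds for 16 hours before the ATP read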
TRPM1 prom inh – inhibitors of MITF-driven TRPM1 promoter in melanoma cells; SK-MEL-5 TRPM1 promoter luciferase, 24 h; AID 488899; 330,000 tested, 0.83% active; inhibition, % at 12.5 µM;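 active = mean inhibition across replicates of 60% or more, whatever share of single replicates reaches that level; inconclusive = some that reach 60%, reason not given; inactive = mean inhibition across replicates below 60%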; also: values of inactives mirror those of a sister screen read the other way
NR2E3 ag-1 – NR2E3 (human) agonism. Q9Y5X4. GST-NR2E3/biotin-RetCOR TR-FRET, 1536-well. inhibition of corepressor binding, % at 4.78 µM. 320,000 tested, 0.12% active. AID 2300;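 active = percent inhibition above the cutoff of mean plus 3 SD of all tested compounds, set per screening campaign, cut at about 20% in these data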;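 also: 0% = DMSO wells and 100% = biotin wells as full block of FRET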
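System: GST-NR2E3 and biotin-RetCOR proteins; probe or stimulus: 7 nM biotin-RetCOR; doses: compound at 4.8 µM, single dose; schedule: Compound–protein incubation for 5 h at 4 °C; detection: time-resolved FRET; read-out: percent inhibition; controls: biotin wells as high control, 0.6% DMSO wells as low control; format: 1536-well plates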
Peg3 promoter – inhibitors of Peg3 promoter; HeLa PEG-Prom luciferase reporter, luminescence, overnight; 360,000 tested, 1.7% active; inhibition, % at 20 µM;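 active = inhibition of at least 50% at 20 µM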
Granule exo inh – lytic granule exocytosis inhibition; TALL-104 LAMP-1 surface exposure, flow cytometry; cells stimulated with thapsigargin and PMA; inhibition, % at 10 µM; 360,000 tested, 0.66% active;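 active = inhibition above about 55%, limit read from the data; inconclusive = no clear call, values can overlap the other calls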
HIF-2a inh – HIF-2a inhibition | 786-0 RCC cells HIF-2a reporter, luciferase luminescence, overnight | inhibition, % at 18.8 µM | 360,000 tested, 0.72% active | AID 624352;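 active = inhibition of the luminescence signal of 40% or more relative to plate controls, in a single-dose primary screen at 18.75 µM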
NR2E3 ag-2 – human photoreceptor-specific nuclear receptor agonism. inhibition of corepressor binding, % at 3.98 µM. 360,000 tested, 0.35% active. AID 602229. CHO-S Gal4-NCOR/VP16-NR2E3 two-hybrid, luciferase;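 active = inhibition above the mean of all tested compounds plus 3 SD, cut at about 70% in these data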;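 also: 0% = DMSO with NR2E3 transfected cells and 100% = cells lacking NR2E3 construct; higher means lower luciferase signal from less NR2E3 corepressor binding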
PDI turbidity – blocks human protein disulfide isomerase activity | inhibition, % at 10 µM | PDI insulin aggregation turbidity, A650, 90 min | P07237 | AID 588391 | 350,000 tested, 0.052% active;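 active = mean inhibition across replicates of 30% or more, whatever share of single replicates reach that level; inconclusive = mean inhibition below 30% while every single replicate reaches 30%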;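 also: absorbance from insulin aggregation driven by PDI reduction with DTT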
Target sequence (P07237 whole entry, looked up): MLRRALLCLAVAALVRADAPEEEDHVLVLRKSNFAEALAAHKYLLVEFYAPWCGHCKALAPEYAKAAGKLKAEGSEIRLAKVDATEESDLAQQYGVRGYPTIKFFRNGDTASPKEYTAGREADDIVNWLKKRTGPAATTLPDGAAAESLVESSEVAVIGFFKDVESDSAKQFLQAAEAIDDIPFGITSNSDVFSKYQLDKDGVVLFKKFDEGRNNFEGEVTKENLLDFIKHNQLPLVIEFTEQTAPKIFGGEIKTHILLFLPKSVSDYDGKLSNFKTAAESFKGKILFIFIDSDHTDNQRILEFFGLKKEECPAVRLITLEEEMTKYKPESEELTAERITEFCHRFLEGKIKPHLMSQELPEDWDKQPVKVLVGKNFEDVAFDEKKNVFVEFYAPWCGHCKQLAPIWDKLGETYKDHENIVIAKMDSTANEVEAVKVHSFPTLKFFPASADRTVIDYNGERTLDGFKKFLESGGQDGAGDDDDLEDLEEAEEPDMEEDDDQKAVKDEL
An asterisk follows results filed as active; ? = inconclusive; / = not tested or not shown.

1. O=C(CCN1C(=O)/C(=C\c2ccc(F)cc2)SC1=S)Nc1ccc(O)cc1
2. FC(F)(F)c1cccc(CN2CCN(c3ncccn3)CC2)c1
3. CC(=O)c1c(C)nc(-c2ccc(Cl)cc2Cl)n1O
4. COc1ccc(C(O)c2nc3ccccc3n2C)cc1OC (stereo not given)
5. Cc1cc(C)cc(Oc2ccc(NC(=O)C3CC=CCC3C(=O)O)cc2)c1 (stereo not given)
6. CCOC(=O)CSc1nnc(CNC(=O)Cc2ccccc2)n1C

screen / no. | 1 | 2 | 3 | 4 | 5 | 6
Vif imaging | -8.2 | -13.7 | 22.4 | -15.4 | 1.5 | 1.5
aDG glyco act | 0.1 | 0.0 | -0.3 | 1.8 | -0.3 | 0.0
CaV13 FRET inh | -2.4 | -4.7 | / | -12.8 | -4.6 | -8.1
iPSC survival up | -0.6 | -0.3 | 3.9 | -0.7 | -0.7 | -2.3
TRPM1 prom inh | -14.3 | -3.2 | -3.3 | 15.5 | -3.9 | 4.5
NR2E3 ag-1 | 2.8 | -1.9 | 0.8 | -0.5 | 2.5 | 5.5
Peg3 promoter | -11.0 | 7.2 | -3.2 | 12.2 | 6.3 | 11.5
Granule exo inh | 0.5 | -6.2 | 0.2 | 0.7 | -0.8 | 0.5
HIF-2a inh | -6.1 | 13.5 | -2.6 | 8.3 | 6.3 | 13.5
NR2E3 ag-2 | -1.4 | 5.0 | -1.6 | 40.3 | -1.8 | -13.7
PDI turbidity | 3.6 | 1.5 | 5.5 | 0.8 | 0.1 | -8.2

Screen by screen, as entered above.
Entries 1 to 6 in Vif imaging: -8.2, -13.7, 22.4, -15.4, 1.5, 1.5
Entries 1 to 6 in TRPM1 prom inh: -14.3, -3.2, -3.3, 15.5, -3.9, 4.5
Entries 1 to 6 in NR2E3 ag-1: 2.8, -1.9, 0.8, -0.5, 2.5, 5.5

Ordered by value in Vif imaging (rising): some entries from above.
no. | SMILES | Vif imaging | aDG glyco act | CaV13 FRET inh | TRPM1 prom inh | NR2E3 ag-1 | Peg3 promoter | Granule exo inh | HIF-2a inh | NR2E3 ag-2 | PDI turbidity
2 | FC(F)(F)c1cccc(CN2CCN(c3ncccn3)CC2)c1 | -13.7 | 0.0 | -4.7 | -3.2 | -1.9 | 7.2 | -6.2 | 13.5 | 5.0 | 1.5
1 | O=C(CCN1C(=O)/C(=C\c2ccc(F)cc2)SC1=S)Nc1ccc(O)cc1 | -8.2 | 0.1 | -2.4 | -14.3 | 2.8 | -11.0 | 0.5 | -6.1 | -1.4 | 3.6
3 | CC(=O)c1c(C)nc(-c2ccc(Cl)cc2Cl)n1O | 22.4 | -0.3 | / | -3.3 | 0.8 | -3.2 | 0.2 | -2.6 | -1.6 | 5.5

More entries.
7. CCCCOC1(c2ccccc2)OC(=O)c2ccccc21 (stereo not given)
8. CCn1c(/C=C/c2cccc([N+](=O)[O-])c2)nc2ccccc2c1=O
9. CN1CCN(c2ccc(S(=O)(=O)N3CCCCC3)cc2NC(=O)Cc2c(F)cccc2Cl)CC1
10. Cc1ccc(Cl)cc1N1CCN(CC(=O)Nc2ccc3[nH]c(=O)[nH]c3c2)CC1
11. COC(=O)Cn1c(=O)c2c(nc3n2CCCN3CCc2ccccc2)n(C)c1=O
12. Cc1c(C(=O)NCc2cccs2)oc2ccc(Br)cc12

screen / no. | 7 | 8 | 9 | 10 | 11 | 12
Vif imaging | / | 12.9 | -3.4 | / | -23.5 | -18.5
aDG glyco act | -0.2 | 0.0 | 0.1 | 0.5 | 0.1 | -0.1
CaV13 FRET inh | -8.9 | -4.0 | -1.6 | / | -1.2 | -5.1
iPSC survival up | -0.8 | -3.3 | -0.4 | 3.4 | -0.2 | -0.7
TRPM1 prom inh | -12.5 | 11.6 | -8.0 | -5.0 | 9.2 | -46.0
NR2E3 ag-1 | -3.3 | 2.6 | -4.2 | 4.1 | 0.3 | 5.0
Peg3 promoter | 14.9 | 15.7 | 4.0 | -4.1 | 18.8 | -186.6
Granule exo inh | 0.9 | -4.7 | 19.4 | -0.3 | -3.4 | 1.2
HIF-2a inh | 6.6 | 22.2 | -0.8 | 16.4 | 21.9 | -205.4
NR2E3 ag-2 | -4.0 | -18.1 | 1.8 | -5.6 | -9.0 | -50.9
PDI turbidity | -5.9 | 7.2 | 2.5 | 7.9 | 9.5 | -0.5

13. CCc1nc2ccc(C(=O)Nc3cccc(OCC(=O)N(C)C)c3)cn2c1N(C)Cc1cc2ccccc2s1
14. CC(C)CCC[C@](C)(O)c1ccc(C(=O)O)cc1O
15. CCOc1ccc(S(=O)(=O)N(C)c2ccc(OCC(=O)Nc3nccs3)cc2)cc1
16. O=C(c1ccc(Cl)cc1)N1CCC(O)(CSc2ccccc2)CC1
17. CCNC(=O)C1(C)CCCN(C(=O)c2ccc(F)c(C)c2)C1 (stereo not given)
18. c1cc2c3c(cccc3c1)C(N1CCCCCC1)=N2

screen / no. | 13 | 14 | 15 | 16 | 17 | 18
Vif imaging | 14.2 | / | -8.2 | 12.2 | / | 0.6
aDG glyco act | 0.0 | -0.1 | -0.8 | 0.1 | -0.2 | 0.8
CaV13 FRET inh | -6.2 | -6.3 | -6.7 | 0.2 | -4.9 | /
iPSC survival up | 1.0 | 0.4 | 0.5 | 1.0 | -2.3 | 4.1
TRPM1 prom inh | / | / | 20.3 | 12.6 | / | 1.9
NR2E3 ag-1 | / | / | -2.1 | 1.8 | / | -1.4
Peg3 promoter | 72.8* | / | 15.6 | 12.5 | 4.2 | 8.5
Granule exo inh | -0.3 | 1.2 | -0.6 | 0.6 | ? | 2.0
HIF-2a inh | -18.5 | 12.0 | 6.5 | -1.7 | 10.9 | 1.6
NR2E3 ag-2 | 23.0 | -3.1 | -9.2 | -19.1 | -1.2 | -18.1
PDI turbidity | 28.8 | / | 8.9 | -2.9 | 7.0 | 4.7

Copied from the list:
COC(=O)Cn1c(=O)c2c(nc3n2CCCN3CCc2ccccc2)n(C)c1=O – CaV13 FRET inh = -1.2
CCn1c(/C=C/c2cccc([N+](=O)[O-])c2)nc2ccccc2c1=O – NR2E3 ag-1 = 2.6
CCNC(=O)C1(C)CCCN(C(=O)c2ccc(F)c(C)c2)C1 (stereo not given) – PDI turbidity = 7.0
CN1CCN(c2ccc(S(=O)(=O)N3CCCCC3)cc2NC(=O)Cc2c(F)cccc2Cl)CC1 – TRPM1 prom inh = -8.0

Later entries.
19. C=CCn1c(SCC(=O)OCc2ccccc2)nc2c1c(=O)n(C)c(=O)n2C
20. C/C(=C1/SC(=S)N(CCC(=O)O)C1=O)c1ccc(O)cc1
21. O=C(Nc1ccccc1)Nc1ncc([N+](=O)[O-])s1
22. CCOc1cc(/C=N/NC(=O)COc2nc(C)cc(COC)c2C#N)ccc1O
23. COc1ccccc1C(=O)O/N=C(\N)c1ccc(Cl)cc1
24. COc1ccc(C(=O)C2CCCN(C(=O)c3ccccc3C(C)=O)C2)cc1F (stereo not given)

screen / no. | 19 | 20 | 21 | 22 | 23 | 24
Vif imaging | -1.0 | 10.6 | -17.0 | -25.1 | 4.4 | -0.1
aDG glyco act | 0.0 | 0.0 | -0.7 | -0.3 | -0.1 | 0.4
CaV13 FRET inh | / | -5.3 | -11.0 | -3.6 | -4.9 | -2.4
iPSC survival up | 1.7 | -0.5 | -0.7 | 0.6 | -2.3 | -0.9
TRPM1 prom inh | -2.7 | -10.9 | -4.5 | -80.6 | -40.2 | -10.5
NR2E3 ag-1 | 3.5 | 2.1 | / | 0.9 | -2.1 | -0.9
Peg3 promoter | 9.3 | -7.2 | -142.5 | 13.5 | -254.6 | -39.4
Granule exo inh | -0.6 | 0.4 | 8.1 | -2.4 | 1.8 | -6.7
HIF-2a inh | 3.0 | 3.5 | -136.0 | 13.0 | -223.3 | -85.4
NR2E3 ag-2 | -12.7 | 19.5 | 36.5 | -11.8 | -94.8 | 5.0
PDI turbidity | 0.4 | 25.1 | -2.6 | 6.0 | 9.9 | 2.3

High-throughput results from PubChem.

Not a hit list; any-hit rate near 3.5%.
